Screening data deposited in PubChem by National Center for Advancing Translational Sciences (NCATS).
TDP1 inh – inhibitors of human tyrosyl-DNA phosphodiesterase TDP1; Q9NUW8; recombinant TDP1, AlphaScreen DNA substrate cleavage; Potency, µM (series often up to 130 µM), inactives show at the highest dose activity change, negative = inhibition, hits mostly inhibitors; 350,000 compounds, 0.28% hits; further: nearly all actives have a fitted effect of over 40% in size
Target sequence (Q9NUW8 whole entry, looked up): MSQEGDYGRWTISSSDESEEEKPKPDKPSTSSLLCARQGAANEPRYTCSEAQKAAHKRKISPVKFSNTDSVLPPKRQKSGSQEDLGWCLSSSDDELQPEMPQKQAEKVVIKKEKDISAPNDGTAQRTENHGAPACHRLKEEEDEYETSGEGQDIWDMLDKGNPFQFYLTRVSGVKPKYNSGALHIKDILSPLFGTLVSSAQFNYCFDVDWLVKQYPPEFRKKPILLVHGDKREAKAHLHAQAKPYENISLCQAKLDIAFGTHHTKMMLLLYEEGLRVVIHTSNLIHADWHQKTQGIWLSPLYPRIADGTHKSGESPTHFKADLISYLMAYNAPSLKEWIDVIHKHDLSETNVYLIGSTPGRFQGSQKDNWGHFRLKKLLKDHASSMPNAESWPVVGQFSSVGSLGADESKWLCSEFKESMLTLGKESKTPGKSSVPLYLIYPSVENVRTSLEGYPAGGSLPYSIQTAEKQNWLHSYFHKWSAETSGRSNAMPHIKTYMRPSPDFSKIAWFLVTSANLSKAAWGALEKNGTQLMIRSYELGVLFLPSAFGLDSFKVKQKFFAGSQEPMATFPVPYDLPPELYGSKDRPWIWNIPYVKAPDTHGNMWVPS
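E. coli-derived human Tdp1, 1 nM final. Cpd preinc 15 min RT; substrate 15 nM final, 5 min RT; AS bead mix 10 ug/ml final, 10 min RT. Signal loss = tyrosine-FITC cleavage. No-enzyme wells = max signal.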
TDP1 cell noCPT – qHTS for Inhibitors of human tyrosyl-DNA phosphodiesterase 1 (TDP1): qHTS in cells in absence of CPT | 420,000 compounds, 15% hits | AID 686978, 2013 | DT40 Tdp1-/- hTDP1 cells, no CPT, ATP luminescence, 48 h | Potency, µM (series often up to 46.2 µM), without a hit: at the highest dose activity change, negative = growth inhibition, hits mostly inhibitors; further: nearly all actives have a fitted effect of over 55% in size
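No-CPT arm: Tdp1-/-;hTDP1 DT40 cells (400/well) plus compounds, incubated ≥48 hr at 37 °C. Readout CellTiter-Glo luminescence.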
DT40 TDP1 CPT – DT40-hTDP1 cell growth loss with CPT. chicken DT40 Tdp1-/-;hTDP1 cells + 20 nM CPT, ATP luminescence, 48 h. Potency, µM (doses to about 46.2 µM), inactives show top-dose activity change, negative = growth inhibition, actives largely listed as inhibitors. 420,000 compounds, 12% hits; further: nearly all actives have a fitted effect of over 55% in size
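Cell growth measured by CellTiter-Glo luminescence after a minimum 48 h, 37 C compound exposure with 20 nM CPT in Tdp1-knockout DT40 cells stably expressing hTDP1, seeded 400/well; qHTS titration format.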
Starred values were filed as active, the others as inactive; ? = inconclusive; / = no result given; [ ] = dose if it differs, or a comment. The call rests on the fitted dose curve; in most records, active means well fitted curve in the direction sought with a large enough effect; inconclusive means small, poorly fitted or top-dose-only effect, or another doubt; inactive means no such curve, though single readings can be large; an effect the other way counts as inactive or inconclusive. On the % scale 0 is the no-effect control and ±100 the full control effect; potency means the concentration at half of the fitted maximal effect.

canonical_smiles	TDP1 inh	TDP1 cell noCPT	DT40 TDP1 CPT
CCOC(=O)n1c(=O)n(Cc2cccc(F)c2)c2ccccc21	3.8%	-28.4%	-4.4%
CCOC(=O)c1c(C)nc2c(c1-c1ccc(OC)c(OC)c1)C(=O)c1ccccc1-2	-2.0%	?	23.1µM*
CCOc1ccc(C(=O)c2cn(Cc3ccccc3OC)c3cc4c(cc3c2=O)OCCO4)cc1	2.3%	14.6µM*	?
COc1ccc2cc3c(N)nn(C(=O)c4cccc([N+](=O)[O-])c4)c3nc2c1	0.0%	?	?
C1=C(c2ccccc2)CCN(c2ncnc3nc[nH]c23)C1	12.0%	?	?
CCOc1ccc(OCCC(=O)OCC(=O)N(CC)c2c(N)n(Cc3ccccc3)c(=O)[nH]c2=O)cc1	/	?	?
CCN(C(=O)COC(=O)c1ccc(OCc2c(C)noc2C)cc1)c1ccccc1	2.3%	13µM*	?
FC(F)Oc1ccc(NC(=S)NCc2ccco2)cc1Cl	1.2%	?	?
Cc1ccc(S(=O)(=O)N(C)C)cc1NC(=O)CCCNC(=O)c1ccc(Cl)cc1	-11.5%	-2.6%	4.2%
O=C1C2C3C=CC(CC3)C2C(=O)N1/N=C/c1c(O)ccc2ccccc12 (stereo not drawn)	7.4%	-2.0%	-24.7%
CCOCCCNC(=O)c1ccc(C2SCC(=O)N2Cc2ccccc2)cc1 (stereo not drawn)	/	?	-21.2%
CCn1c(C(=O)N2CCC(C(=O)NCCc3ccc(C)cc3)CC2)cc2sccc21	1.0%	20.6µM*	16.4µM*
CCc1nnc(NC(=O)CN2CCN(Cc3ccc(F)cc3)CC2)s1	/	-2.6%	2.1%
Cc1cc(-c2nnc(CCC(=O)NC(c3ccccc3)c3ccccc3)o2)no1	/	?	?
NNC(=O)c1nn(-c2ccc(Cl)cc2)cc1O	8.6%	?	?
COc1cccc(NC(=O)CN(C)C(=O)c2cc3ccccc3cc2OC)c1	3.4%	-18.2%	?
COc1ccccc1-c1cc(C(F)(F)F)nc(S(=O)(=O)CCCC(=O)Nc2ccc(F)cc2F)n1	2.9%	3.66µM*	5.17µM*
Cc1cc(NC(=O)CSc2nnc(-c3ccncc3)n2Cc2ccccc2)n(-c2ccccc2)n1	/	?	?
Cc1ccccc1NC(=O)C(C)OC(=O)CCC(=O)N(CC(C)C)c1c(N)n(CC(C)C)c(=O)[nH]c1=O (stereo not drawn)	/	-7.3%	4.0%
COc1ccc(C)cc1NC(=O)C1CCCN(S(=O)(=O)c2cccs2)C1 (stereo not drawn)	-0.1%	?	-21.0%

No new results follow: entries from further up.
canonical_smiles	TDP1 inh	TDP1 cell noCPT	DT40 TDP1 CPT
CCOC(=O)n1c(=O)n(Cc2cccc(F)c2)c2ccccc21	3.8%	-28.4%	-4.4%
CCOC(=O)c1c(C)nc2c(c1-c1ccc(OC)c(OC)c1)C(=O)c1ccccc1-2	-2.0%	?	23.1µM*

(continued)
canonical_smiles	TDP1 inh	TDP1 cell noCPT	DT40 TDP1 CPT
CC1(C)CC(=O)C2=C(C1)N(CCN1CCOCC1)C1=C(C(=O)CC(C)(C)C1)C2c1cccc(F)c1	3.2%	-7.3%	-15.2%
Cc1ccc2c(C)c(C(=O)Nc3nnc(C)s3)oc2c1	6.0%	-3.8%	-18.1%
CCC(C)(C)NC(=O)C1CCC(CNS(=O)(=O)c2cccc3nsnc23)CC1 (stereo not drawn)	0.3%	-29.8%	-23.0%
O=C(CCCSc1nc2sc3c(c2c(=O)[nH]1)CCC3)NCCO	4.9%	-15.6%	?
COC(=O)/C=C1\OCc2cc(C)ccc21	/	14.2%	5.2%
COc1ccc(C(=O)OCC(=O)NC2CC2)cc1OC	2.1%	3.3%	3.4%
COc1ccc(C(CNC(=O)CSc2ccccc2F)N2CCOCC2)cc1 (stereo not drawn)	/	-18.5%	-5.4%
CC(=O)Oc1ccc2c(=O)c(Oc3ccccc3)c(C)oc2c1OC(C)=O	5.1%	?	?
COc1ccccc1-n1c(CNC(=O)c2ccc(S(=O)(=O)N3CCOCC3)cc2)n[nH]c1=S	-3.3%	-1.7%	-0.8%
O=c1[nH]c(NC2CCCCC2)nnc1Cc1ccccc1	-1.0%	-24.4%	?
Cc1cc2c(c(=O)o1)C(c1cccs1)C(C#N)=C(N)O2 (stereo not drawn)	0.0%	18.4µM*	23.1µM*
COc1ccc(N2C(=O)CC(Nc3ccc(N4CCOCC4)cc3)C2=O)c(OC)c1 (stereo not drawn)	2.3%	-1.1%	-5.5%
Cn1c(Oc2ccncc2)nc2cc(-c3ccsc3)sc2c1=O	/	-5.7%	-21.1%
COc1cc2c(cc1OC)C(c1ccc(C)o1)CC(=O)N2 (stereo not drawn)	1.0%	-4.5%	10.7%
COc1ccc(OC)c(NC(=O)C2(C)CCN2Cc2ccccc2Cl)c1 (stereo not drawn)	/	?	?
O=C(Cc1ccc2c(c1)OCCO2)Nc1ccc(Cl)c(S(=O)(=O)N2CCOCC2)c1	-0.2%[56.1 µM]	-15.7%	?
Cc1ccc(N2CCN(C(=O)c3ccc(Nc4nc5ccccc5n5nnnc45)cc3)CC2)c(C)c1	7.5%	-12.8%	-5.9%
CC(C)CNC(=O)COC(=O)c1ccc(Cl)c(S(N)(=O)=O)c1	5.9%	-11.3%	-13.3%
O=C(CSc1cccs1)Nc1cccc2ccccc12	1.4%	-5.5%	4.5%
CCOC(=O)c1ccc(N/C=C/C(=O)c2ccco2)cc1	4.6%	?	-21.1%
CCC(CC)C(=O)N(C)c1c(C)nc2c(OCc3cccc(OC)c3)cccn12	/	20.6µM*	?
O=C(CCC(=O)c1ccccc1)NCCOc1ccccc1	2.7%	-10.3%	2.5%
O=C(Nc1cc(Cl)ccc1Cl)c1ccc(-c2ccccc2)cc1	-0.6%	-18.7%	-3.7%
Clc1ccccc1-c1nnc(-c2cccnc2)o1	-1.7%	?	3.0%
COc1ccc(C(=O)Nc2cccc(C(=O)N/N=C/c3ccc(OC)cc3OC)c2)cc1	/	-0.7%	-24.0%
CCCCc1ccc(N2C(=O)[C@@H]3C(CC(N)=O)NC4(C(=O)Nc5ccc(F)cc54)[C@@H]3C2=O)cc1 (stereo partly drawn)	0.0%	0.3%	5.5%
COc1cc(C(=O)Nc2ccc3c(c2)ncn3C(C)(C)C)cc(OC)c1OC	/	-14.4%	?
Cc1c(CCOC(=O)CC23CC4CC(CC(C4)C2)C3)sc[n+]1CC(=O)c1ccccc1	2.6%	14.6µM*	20.6µM*
COc1cccc(CCN2C(=O)C(=O)N([C@@H](CNCc3ccccc3)Cc3ccccc3F)C[C@@H]2C(C)(C)C)c1	/	-76.4%	?
O=C(CNC(=O)c1ccccc1)OCc1cc(=O)n2nc(C3CC3)sc2n1	8.4%	-2.1%	6.7%
CC(C)NC(=O)C(=O)Nc1cc2c3c(c1)C(C)C(=O)N3CCC2 (stereo not drawn)	3.8%	2.4%	-9.4%
CCOC(=O)C1CCN(C(=O)CCS(=O)(=O)c2ccc3c(c2)CC(C)N3C(=O)CC)CC1 (stereo not drawn)	2.3%	-4.3%	15.5%
CCn1c(C(C)NC(=O)c2ccc(C)cc2)n[nH]c1=S (stereo not drawn)	2.6%	-9.5%	-6.7%
Cc1nc2ccccc2n1S(=O)(=O)N(C)C	0.0%	-20.7%	-24.4%
Cc1ccccc1CN(C)C(=O)CNC(=O)c1ccc2ccccc2c1	/	-18.1%	-8.9%
CCOC(=O)c1c(NC(=O)CS(=O)(=O)c2cn(CC)c3ccccc23)sc2c1CCCCC2	1.3%	?	20.6µM*
COC(=O)CNC(c1ccccc1)c1cc(Br)ccc1NS(=O)(=O)c1ccccc1 (stereo not drawn)	2.7%	-4.9%	21.0%
CC1(C)CC(=O)C=C(NCc2ccc(C(=O)O)cc2)C1	/	14.8%	1.5%
COc1ccc(C(=O)Oc2c(Sc3ccccc3)c(C)nn2-c2ccccc2)cc1OC	5.9%	?	?
COc1c(C)cc(C(=O)C2CCCN(C(=O)Cn3ccc(C)n3)C2)cc1C (stereo not drawn)	7.7%	-21.5%	-15.7%

A second format for 4 compounds above:
> O=C(Nc1cc(Cl)ccc1Cl)c1ccc(-c2ccccc2)cc1
  TDP1 inh: -0.6%
  TDP1 cell noCPT: -18.7%
  DT40 TDP1 CPT: -3.7%
> Clc1ccccc1-c1nnc(-c2cccnc2)o1
  TDP1 inh: -1.7%
  TDP1 cell noCPT: ?
  DT40 TDP1 CPT: 3.0%
> COc1ccc(C(=O)Nc2cccc(C(=O)N/N=C/c3ccc(OC)cc3OC)c2)cc1
  TDP1 inh: /
  TDP1 cell noCPT: -0.7%
  DT40 TDP1 CPT: -24.0%
> CCCCc1ccc(N2C(=O)[C@@H]3C(CC(N)=O)NC4(C(=O)Nc5ccc(F)cc54)[C@@H]3C2=O)cc1 (stereo partly drawn)
  TDP1 inh: 0.0%
  TDP1 cell noCPT: 0.3%
  DT40 TDP1 CPT: 5.5%

Additional results:
Molecule,TDP1 inh,TDP1 cell noCPT,DT40 TDP1 CPT
C/C(CC(=O)NCc1ccco1)=N\NC(=O)C(c1ccccc1)c1ccccc1,7.9%,-3.9%,0.6%
CCCCCn1nc(C(=O)N(CCOC)c2c(N)n(CCCC)c(=O)[nH]c2=O)c2ccccc2c1=O,/,0.4%,-1.1%
Cc1cccc(CCNC(=O)CC2C(=O)NCCN2CC2CCCCC2)n1 (stereo not drawn),1.2%,-18.0%,13.1%
COc1ccc(-c2oc3ccccc3c2C(=O)OCc2ccc([N+](=O)[O-])cc2)cc1,/,-12.9%,-16.3%
COc1cccc(CN2CCC2(C)C(=O)Nc2cccc3cccnc23)c1OC (stereo not drawn),/,18.4µM*,16.4µM*
Cc1cc(C)n(CCc2nc3c4ccccc4nc(N4CCN(c5ccccc5F)CC4)n3n2)n1,1.0%,-18.4%,-5.2%
COC(=O)[C@H](CC(C)C)NC(=O)CC[C@H]1O[C@@H](n2ccc(=O)[nH]c2=O)[C@H](O)[C@@H]1O,/,-10.7%,-2.6%
Cc1cc(Br)ccc1NC(=O)CN(C)C(=O)c1ccc(-n2cncn2)c([N+](=O)[O-])c1,-1.9%,1.6%,-12.9%
CC(C)N1C(=O)C2ON(c3ccccc3)C(c3cccs3)C2C1=O (stereo not drawn),2.3%,-25.4%,3.0%
[O-][n+]1ccccc1/C=C/c1ccccc1,/,-1.6%,4.7%
COc1ccc(NC(=O)N2CCCC3(CCN(C(=O)c4csnn4)CC3)C2)cc1,/,-1.0%,1.1%
CCCCCC(=O)Nc1ccc(S(=O)(=O)NC2=NCCCCC2)cc1,1.0%,13.0%,-23.1%
CCN(C(=O)Cn1ncc2c(=O)oc3ccc(C)cc3c21)c1cc(OC)ccc1OC,6.4%,?,?
CN(Cc1ccno1)Cc1cn(C)nc1-c1ccc(Oc2ccccc2)cc1,0.0%,?,?
O=C(COC(=O)c1ccc(F)cc1F)NCc1ccc2c(c1)OCO2,-0.2%,-2.0%,-6.2%
O=C(Nc1cc(S(=O)(=O)Nc2ccc(Cl)cc2)ccc1N1CCCCC1)c1ccc(F)cc1,0.6%,18.4µM*,20.6µM*
Cc1cc2nc(/C=C/c3nc4cc(C)c(C)cc4[nH]3)[nH]c2cc1C,-8.9%,-21.3%,1.3%
CC(=O)c1ccc(NC(=O)CCSCCC(=O)Nc2ccc(C(C)=O)cc2)cc1,0.9%,3.1%,3.6%
CCOC(=O)C1=C(C)NC(=O)NC1c1ccc([N+](=O)[O-])o1 (stereo not drawn),1.2%,-26.7%,?
CC1CCCC(NC(=O)c2cccc(S(=O)(=O)N3CCN(c4ccccc4)CC3)c2)C1C (stereo not drawn),/,13µM*,18.4µM*
CCOC(=O)c1cnn(-c2ccccc2)c1-n1cccc1C(=O)C(=O)Nc1ccc(OC)cc1,4.4%,?,?
Cn1/c(=N/NC(=O)c2ccccc2Br)sc2ccccc21,0.0%,-10.6%,18.7%
Cc1cnc(CN(C)C(=O)C2CCC(=O)N(CCc3cccc(F)c3)C2)[nH]1 (stereo not drawn),4.9%,22.2%,1.5%
O=C(O)c1ccccc1C(=O)Nc1ccc(S(=O)(=O)NC2CCCCC2)cc1,6.3%,-4.4%,-5.8%
COc1ccccc1NC(=O)N1CCCC1C(=O)NC1CCCCC1 (stereo not drawn),2.6%,0.9%,-2.5%
